Source: PubChem BioAssay (several laboratories)
Neddyl block: inhibitors of human cullin neddylation. TR-FRET cullin neddylation, biochemical. calls only at 25 µM. 360,000 compounds, 0.58% hits. AID 651699; in the data active means inhibition above about 36%
Target sequence (P61081 whole entry, looked up): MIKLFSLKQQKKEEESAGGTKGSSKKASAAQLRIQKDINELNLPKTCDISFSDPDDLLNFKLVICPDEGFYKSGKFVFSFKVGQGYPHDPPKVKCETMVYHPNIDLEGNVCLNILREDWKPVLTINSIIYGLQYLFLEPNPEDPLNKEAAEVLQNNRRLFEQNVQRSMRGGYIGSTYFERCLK
Target sequence (Q13564 whole entry, looked up): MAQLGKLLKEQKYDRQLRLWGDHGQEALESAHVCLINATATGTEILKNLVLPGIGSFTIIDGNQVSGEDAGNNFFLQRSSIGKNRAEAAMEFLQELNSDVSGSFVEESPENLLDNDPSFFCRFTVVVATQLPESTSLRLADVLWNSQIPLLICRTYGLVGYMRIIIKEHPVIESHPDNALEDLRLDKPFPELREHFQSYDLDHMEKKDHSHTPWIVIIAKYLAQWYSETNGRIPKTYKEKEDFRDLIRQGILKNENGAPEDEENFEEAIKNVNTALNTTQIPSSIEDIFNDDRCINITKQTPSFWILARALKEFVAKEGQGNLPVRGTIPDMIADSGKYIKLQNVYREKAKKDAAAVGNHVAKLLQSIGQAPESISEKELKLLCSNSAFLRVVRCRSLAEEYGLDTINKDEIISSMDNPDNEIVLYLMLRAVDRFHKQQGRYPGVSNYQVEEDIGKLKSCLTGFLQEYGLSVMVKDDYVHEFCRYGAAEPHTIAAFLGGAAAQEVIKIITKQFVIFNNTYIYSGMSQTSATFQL
STEP inh: inhibitors of human striatal-enriched phosphatase STEP; AID 588621; P54829; inhibition, % at 20 µM; 360,000 compounds, 0.25% hits; recombinant STEP, OMFP fluorogenic substrate, fluorescence;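 active means inhibition at 20 µM, scaled per plate between control wells, above about 37%, limit read from the data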;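 further: 0% = DMSO with enzyme and substrate and 100% = substrate only without enzyme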
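System: isolated STEP enzyme; schedule: 20 min enzyme reaction at room temperature, protected from light; medium: Bis-Tris buffer pH 6.0, 2.5 mM DTT, 0.005% Tween 20; signal: fluorescence, 480/540 nm; dosing: single compound dose of 20 µM, 1% DMSO final; also added: OMFP substrate, 25 µM final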
Scp-1 inhibitor: blocks human Scp-1 phosphatase activity; AID 493091; inhibition, % at 20 µM; Recombinant Scp1, phosphopeptide, malachite green phosphate absorbance; Q9GZU7; 340,000 compounds, 0.88% hits;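 active means inhibition above about 50% at 20 µM, limit read from the data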;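 further: plate controls were DMSO wells with enzyme for no effect and wells lacking enzyme for full effect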
Target sequence (Q9GZU7 76-261 limits assumed): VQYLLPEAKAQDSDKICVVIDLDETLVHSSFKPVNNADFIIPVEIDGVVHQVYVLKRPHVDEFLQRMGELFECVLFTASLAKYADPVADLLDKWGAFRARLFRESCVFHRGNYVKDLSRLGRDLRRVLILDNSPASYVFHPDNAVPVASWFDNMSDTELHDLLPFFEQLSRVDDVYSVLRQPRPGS
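Incubation: 45 min enzyme reaction at room temperature / System: truncated SCP-1 phosphatase (76-261aa) / Reagent: Phospho 17-mer peptide substrate / Buffer or medium: Acidic Tris acetate buffer with magnesium and detergent / Signal: absorbance at 630 nm / Doses: one concentration, 20 µM, with 1.0% DMSO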
SUMO1-SIM PPI: SUMO1-SIM interaction modulation | SUMO1 binding to a labelled peptide, TR-FRET, 1 h | inhibition, % at 20 µM | 360,000 compounds, 0.33% hits | P63165 | AID 602429; in the data active means inhibition above about 37%
Target sequence (P63165 whole entry, looked up): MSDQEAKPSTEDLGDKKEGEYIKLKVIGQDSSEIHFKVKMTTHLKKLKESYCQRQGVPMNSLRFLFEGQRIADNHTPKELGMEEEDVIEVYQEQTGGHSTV
NadD inh: blocks S. aureus nicotinate mononucleotide adenylyltransferase. purified NadD enzyme, colorimetric absorbance read-out. inhibition, % at 20 µM. 360,000 compounds, 0.78% hits. AID 602399; in the data active means inhibition above about 26%; further: some compounds past the cut are filed as inactive
LMPTP inh: blocks human LMPTP phosphatase; 360,000 compounds, 0.22% hits; P24666; recombinant LMPTP-A, OMFP fluorogenic substrate, fluorescence intensity; AID 651560; inhibition, % at 20 µM;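 active means compounds that cut the enzyme signal by at least half of the control window in the single-dose screen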;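 further: plate controls were DMSO wells with enzyme plus substrate for no effect and substrate without enzyme for full effect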
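Test system – LMPTP-A enzyme · Amount – LMPTP-A at 0.625 nM final in the reaction · Buffer or medium – Bis-Tris pH 6.0, DTT, detergent · Reagent – OMFP 400 µM · Doses – single 20 µM dose · Schedule – reaction 50 min, room temperature, dark · Detection – fluorescence intensity of OMFP turnover product · Evaluation – percent inhibition versus substrate-only and uninhibited controls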
Tb MetRS inh: blocks T. brucei methionyl-tRNA synthetase activity | purified T. brucei MetRS, ATP depletion, Kinase-Glo luminescence | inhibition, % at 11.9 µM | 360,000 compounds, 0.4% hits | AID 624268;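 active means inhibition above a per-plate cutoff of the control wells' mean inhibition plus 3 SD, cut at about 5.5% in these data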;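 further: 0% = DMSO wells median and 100% = median of wells with control inhibitor compound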
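Material: T. brucei methionyl-tRNA synthetase, purified; reagent: substrates ATP, L-methionine and bulk Escherichia coli tRNA; dosing: 11.9 µM single point; timing: 15 min plus 2 h at 25 °C; detection: luminescence of leftover ATP; evaluation: % inhibition; control set: DMSO-only wells as low control; replicates: singlicate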
CendR NRP1 mod: alters CendR peptide binding to human NRP-1. O14786. inhibition, % at 25 µM. FAM-RPARPAR peptide binding to NRP-1, fluorescence polarization. 360,000 compounds, 0.85% hits;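 active means inhibition or corrected inhibition above about 18%, plus a signal ratio from 0.5 to 1.5, limit read from the data, passing the limit was not always enough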; further: strong numbers were not always called active
SKN-1 block: inhibitors of C. elegans SKN-1; inhibition, % at 21.8 µM; C. elegans VP596 Pgst-4::GFP/RFP ratio, acrylamide-induced, 24 h; 360,000 compounds, 0.49% hits;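 active means interference check ratio from 0.5 to 1.5 plus GFP to RFP signal ratio inhibition reaching or exceeding a fixed threshold, cut at about 30% in these data, passing the limit was not always enough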; further: some compounds called inactive have numbers as strong as hits
DNMT1 block: blocks human DNA methyltransferase DNMT1. 360,000 compounds, 0.83% hits. DNMT1 molecular beacon, Hinp1I cleavage, fluorescence. inhibition (reported as % activation of signal), % at 10 µM. P26358; in the data active means inhibition above about 50%
* hit, by the source's call; i = inactive; nt = no result given.

SMILES	Neddyl block	STEP inh	Scp-1 inhibitor	SUMO1-SIM PPI	NadD inh	LMPTP inh	Tb MetRS inh	CendR NRP1 mod	SKN-1 block	DNMT1 block
CC1CC(C)CN(C(=O)CCC(=O)Nc2nnc(C(C)C)s2)C1 (stereo not drawn)	i	-1	5	3	-3	-0.8	-0.4	8	1	1
COc1cccc(N(C(=O)C2CSC(=O)C2)C(C(=O)NC(C)(C)C)c2ccncc2)c1 (stereo not drawn)	i	-1	3	3	-1	-1.3	2.2	-7	-4	3
O=C(Nc1cccc(F)c1)c1cc(S(=O)(=O)NCCC2=CCCCC2)ccc1F	i	-2	-13	1	-13	2.8	-0.2	-2	3	-11
N#Cc1ccc(NC(=O)N2CCC(c3nc4c(nnn4Cc4cccc(Cl)c4)c(=O)[nH]3)CC2)cc1	i	-1	1	3	8	-0.9	0.3	-8	9	-6
COc1ccc(C)cc1NC(=O)CN(C)S(=O)(=O)c1cccs1	i	3	-7	-2	-4	0.9	-1.2	-3	4	-8
COc1cc2ccc(=O)oc2c(O)c1OCC=C(C)C	i	-2	2	-21	-2	-2.5	-1.2	7	0	5
CNCC[C@@H](Oc1ccccc1C)c1ccccc1	i	0	-9	-2	-6	-1.3	-0.7	-2	3	-4
COc1cc(C(=O)Nc2ccc3c(c2)Cc2cc(NC(=O)c4cc(OC)c(OC)c(OC)c4)ccc2-3)cc(OC)c1OC	nt	-1	-5	5	-5	0.1	0.5	-2	7	-3
O=C(NCc1cccnc1)c1ccc(NS(=O)(=O)c2ccc(F)cc2)cc1	i	-3	-2	2	-5	-1.8	-0.5	0	-2	2
CCN(CC)S(=O)(=O)c1cc(NC(=O)c2ccc(Br)s2)ccc1C	i	-2	-5	4	-13	0.9	-0.7	8	4	1
CCOc1ccc(N(CC(=O)NCCSc2ccccn2)S(=O)(=O)c2ccc(Cl)cc2)cc1	i	0	3	2	-2	2.9	-2.2	2	2	0
CC(C)C(=O)NC(=S)Nc1ccc(S(=O)(=O)NC(C)(C)C)cc1	i	1	-19	-1	-1	0.3	-0.6	-3	7	0
CC(C)CC(=O)NC(=S)NCc1ccccc1	i	-2	-8	4	1	-0.4	-1.3	4	-6	4
CC1CCN(C(=O)Cn2nnc(-c3ccc(C(C)C)cc3)n2)CC1	i	2	-15	6	3	0.5	-0.4	9	11	-1
C[n+]1ccn(CC(=O)c2ccc(Cl)cc2)c1	i	-1	-1	-2	-8	-2.0	0.3	12	-5	5
CC(O)CN1CCN(C(=O)CN2C(=O)NC(c3ccccc3)(c3ccccc3)C2=O)CC1 (stereo not drawn)	i	1	-7	4	5	0.4	1.3	-3	4	0
COc1cc(Cl)ccc1OCc1cc(C(=O)NCCCN2CCCC2=O)no1	i	0	-5	0	1	-0.2	0.4	-6	17	1
Cc1[nH]c2ccc(C(=O)OCC(=O)NC3(C#N)CCCCC3)cc2c1C	i	3	-6	4	-9	0.8	-0.3	-6	-1	0
COc1ccccc1C(=O)Nc1ccc(NC(=O)C2CCCCC2)nc1	i	0	-7	8	-6	-0.2	0.2	0	9	2
Cc1ccc2[nH]c(-c3cccc(F)c3)cc(=O)c2c1	i	-3	-6	-5	-4	-2.8	-0.2	-2	5	1

Profiles, quoted from the list.
Cc1ccc2[nH]c(-c3cccc(F)c3)cc(=O)c2c1 across the screens: Neddyl block = i; STEP inh = -3; Scp-1 inhibitor = -6; SUMO1-SIM PPI = -5; NadD inh = -4; LMPTP inh = -2.8; Tb MetRS inh = -0.2; CendR NRP1 mod = -2; SKN-1 block = 5; DNMT1 block = 1
CC(O)CN1CCN(C(=O)CN2C(=O)NC(c3ccccc3)(c3ccccc3)C2=O)CC1 (stereo not drawn) across the screens: Neddyl block = i; STEP inh = 1; Scp-1 inhibitor = -7; SUMO1-SIM PPI = 4; NadD inh = 5; LMPTP inh = 0.4; Tb MetRS inh = 1.3; CendR NRP1 mod = -3; SKN-1 block = 4; DNMT1 block = 0

Additional results
SMILES	Neddyl block	STEP inh	Scp-1 inhibitor	SUMO1-SIM PPI	NadD inh	LMPTP inh	Tb MetRS inh	CendR NRP1 mod	SKN-1 block	DNMT1 block
Cc1ccc(NC(=O)C(C)NC(=O)OCc2ccccc2)cc1C (stereo not drawn)	i	3	-1	-5	-5	-1.2	-0.2	8	13	6
Cc1cc(C)n(C(C)Sc2ccccc2)n1 (stereo not drawn)	i	-3	-1	3	1	-1.4	-0.2	-15	9	5
CCOC(=O)C1NN=C(C(=O)c2ccccc2)C1c1ccccc1 (stereo not drawn)	i	1	1	0	0	-0.3	0.1	13	-2	-8
COC(=O)c1ccc2nc(C3CCCCC3)c(Cc3ccc(OC)cc3C)n2c1	i	-3	nt	0	8	-1.3	-1.0	-28	13	-22
CC(C)=NNc1nc2c(c(=O)[nH]c(=O)n2C)n1CCc1ccccc1	i	1	7	-7	-1	-0.4	-0.5	16	5	4
CCCc1ccc(-c2cc(N)n[nH]2)cc1	i	1	-7	-4	4	-0.3	0.4	6	6	-14
O=C1N(CN2CCOCC2)c2ccccc2C12OCC(CCl)O2 (stereo not drawn)	i	0	-7	-10	0	-1.0	-1.0	-23	8	2
Cc1cnc(NC(=O)c2cncc(Br)c2)s1	i	3	-1	-1	1	2.3	-0.1	0	-7	-2
CCNC(=O)C1CCCN(C(=O)c2ccc(-c3ccccc3)cc2)CC1 (stereo not drawn)	i	0	nt	2	-4	-2.0	-0.2	-1	-7	-1
COc1ccc(-n2nc(C(=O)NCC(=O)N(C)Cc3ccccc3)c3ccccc3c2=O)cc1	i	-1	-5	-19	-4	1.5	-0.2	1	3	2
O=C(CSc1nnc(-c2ccccc2)o1)Nn1cnnc1	i	-3	0	-4	-1	0.1	-1.2	1	-10	0
CCCCCCCCC(=O)N1C(C)CCC1C (stereo not drawn)	i	0	nt	-1	-1	0.0	0.0	9	7	4
CCOC(=O)/C(C#N)=C\C1=C(N2CCCC2)CC(C)(C)OC1	i	-2	-2	-7	-1	-0.7	-0.8	6	21	-1
O=C(O)CC/C(=N\Nc1ccccc1[N+](=O)[O-])c1cccs1	i	-1	-12	-32	1	8.8	0.1	13	8	-6
COC(=O)C(NS(=O)(=O)c1cccc(S(=O)(=O)NC(C(=O)OC)c2ccccc2)c1)c1ccccc1 (stereo not drawn)	i	0	-14	-3	1	0.5	0.1	10	11	-1
COc1ccc(CCNC(=O)CN2C(=O)c3ccccc3C2=O)cc1	i	-2	-3	-3	-5	-0.6	-1.3	6	2	-1
CCOC(=O)c1ccccc1NC1CC(=O)N(c2ccccc2C)C1=O (stereo not drawn)	nt	-4	-7	-2	5	2.3	-0.7	9	17	-1
COCCN(C(=O)CSc1nnc(C)n1Cc1ccccc1)c1c(N)n(Cc2ccccc2)c(=O)[nH]c1=O	i	4	3	5	8	-0.1	-0.2	3	3	-2
Brc1ccc(C2=Nn3c(Cn4nnc5ccccc54)nnc3SC2)cc1	i	6	-5	1	5	3.3	0.5	10	1	-2
Oc1ccc(Nc2ncnc3c2oc2ccccc23)cc1	i	-2	-4	12	-2	-0.7	-0.4	-3	17	0
O=C(c1ccc(OC2CCN(Cc3ccccc3C(F)(F)F)CC2)cc1)N1CCCCC1	i	-2	-5	2	0	-0.8	-0.3	-2	15	-3
CCCCCNC(=O)C(c1ccc(-c2ccccc2)cc1)n1c(=O)c(-c2cc3ccccc3[nH]2)nc2ccccc21 (stereo not drawn)	nt	nt	nt	5	nt	3.7	-0.2	-3	3	nt
O=C(Nc1ccnn1C1CCN(C/C=C/c2ccccc2)CC1)c1ccccc1Cl	i	0	-8	4	-4	-0.9	0.1	11	11	-3
CCC(CC)C(=O)c1c[nH]c(C(=O)NCC2CCCO2)c1 (stereo not drawn)	i	-1	-4	-3	-2	-1.0	-0.4	-4	-9	0
O=C(O)c1cccc(NC(=S)NC(NC(=O)c2cccc([N+](=O)[O-])c2)C(Cl)(Cl)Cl)c1 (stereo not drawn)	i	63*	-8	98*	64*	-1.0	-0.4	-7	3	-2
CNC(=O)c1nc(C)c(C2(C)CC(c3cccc([N+](=O)[O-])c3)=NO2)s1 (stereo not drawn)	i	0	-5	-24	1	-0.3	0.6	-8	15	4
CS(=O)(=O)N1CCN(S(=O)(=O)c2ccccc2[N+](=O)[O-])CC1	i	-4	-1	-4	3	-1.0	0.2	4	1	1
COc1cc2[nH]c(=O)n(CCCCCC(=O)N3CCN(c4ccccn4)CC3)c(=O)c2cc1OC	i	0	-2	6	-5	0.7	-0.7	-14	-9	-1
CC1=NN(S(=O)(=O)c2ccc(Cl)cc2Cl)C(=O)c2ccccc2O1	i	-2	-1	2	-11	-0.4	0.0	-3	4	-1
CCOc1ccc(C(=O)O/N=C(\N)c2ccccn2)cc1OCC	i	3	-5	1	1	0.3	0.4	-4	-3	0
O=C1OC(Nc2ccc(F)cc2F)c2ccccc21 (stereo not drawn)	i	-2	-5	-4	2	-1.6	-0.6	-9	-14	3
Cc1cc(OC(=O)c2c(F)cc(F)cc2F)nc(C)n1	i	1	-2	-1	-4	-0.3	-0.4	-2	-1	1
O=C(Cn1nnc2ccccc2c1=O)N1CCOCC1	i	7	-11	-4	-6	0.5	-0.4	1	-3	-1
CCOCCOC(=O)c1cccc(NC(=O)OCC)c1	i	2	-5	0	-8	-1.3	-0.6	10	-16	-1
CCn1nnc(-c2ccccc2NS(=O)(=O)c2ccc(S(=O)(=O)N3CCCCCC3)cc2)n1	i	1	-20	2	2	1.4	-0.5	4	5	-3
CCc1oc2c(C)c(O)ccc2c(=O)c1-c1ccc2ccccc2n1	i	-5	-4	-2	8	-1.2	-0.7	-2	14	-4
CCOC(=O)N1CCN(CC(=O)Nc2nc3ccc(OC)cc3s2)CC1	i	0	-3	4	-2	-0.8	1.1	-11	0	0
COCCSc1ccccc1C(=O)Nc1cc(C)cc(C)c1	i	2	-12	0	2	0.0	0.5	0	0	1
Cc1ccc(-n2c(CNc3ccc(F)cc3)nnc2SCC(=O)N2CCOCC2)cc1	i	-2	-4	1	4	0.0	-1.0	-2	3	-1
COc1ccc(Br)cc1C(=O)O	i	-2	-5	-1	2	-2.2	0.0	-14	-8	1
Cc1cc(-n2c(SCC(=O)NCc3cccs3)nc3n[nH]c(C)c3c2=N)ccc1Cl	i	-1	0	1	-4	-1.9	-0.6	5	8	-10
CCNC(=O)c1ccccc1NC(=O)c1cccc(S(=O)(=O)N2CCC(C)CC2)c1	i	0	-3	4	-4	1.5	0.3	15	-10	-6
CCCCCCCCNCCS(=O)(=O)NC1CCCCC1	i	0	-2	-3	-1	-2.0	-0.7	-11	-4	5
COc1cc(SC)ccc1C(=O)Nc1ccon1	i	-1	-12	0	3	-0.9	0.1	1	20	3
COc1ccc(S(=O)(=O)N2CCCCCC2)cc1NC(=O)CN(C)Cc1ccc2c(c1)OCO2	i	-1	6	15	-2	4.5	-0.4	-5	0	-5
